JMJD2A Tudor inh: qHTS Assay for Inhibitors of JMJD2A-Tudor Domain. Lysine-specific demethylase 4A (Homo sapiens), O75164. AlphaScreen JMJD2A-Tudor / H3K4me3 peptide binding. Potency, µM (titrated, usually from 114 µM), inactives show at the top dose activity change, negative = inhibition, usual class: inhibitors. 4.4% of 390,000 active. AID 504339, 2011; also: potency is read from the fitted curve at half-maximal effect; % is scaled to controls: 0 for no effect and ±100 for the full control effect; nearly all actives have a fitted effect of over 50% in size
G9a block: qHTS Assay for Inhibitors of Histone Lysine Methyltransferase G9a. Potency, µM (titrated, usually from 102 µM), without a hit: at the highest dose activity, negative = inhibition, hits mostly inhibitors. 8.8% of 350,000 active. Histone-lysine N-methyltransferase EHMT2 (Homo sapiens), Q96KQ7. G9a H3K9 monomethylation, AlphaScreen, 2 h. AID 504332, 2011; also: potency is read from the fitted curve at half-maximal effect; % is scaled to controls: 0 for no effect and ±100 for the full control effect; nearly all actives have a fitted effect of over 75% in size
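Chemiluminescent proximity detection of H3K9 monomethylation, read after 10 min bead incubation in the dark. Reaction: 20 nM G9a, 500 nM biotin-H3K9 peptide, 20 uM SAM cofactor, 2 h, room temperature, following 15 min enzyme-compound preincubation.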
PGK inhibitor: qHTS Assay to Find Inhibitors of Phosphoglycerate Kinase | 0.043% of 380,000 active | Phosphoglycerate kinase, glycosomal (Trypanosoma brucei brucei), P07378 | Potency, µM (titrated, usually from 57.5 µM), inactives show at the highest dose activity change, negative = inhibition, actives largely listed as inhibitors | AID 602233, 2012 | PGK/GAPDH coupled, Kinase-Glo luminescence, 60 min; also: potency is read from the fitted curve at half-maximal effect; % is scaled to controls: 0 for no effect and ±100 for the full control effect; nearly all actives have a fitted effect of over 60% in size
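Recombinant glycosomal PGK reaction used 1,3-bisphosphoglycerate generated in-well by GAPDH (100nM final) in 100mM TEA pH 7.6, 5mM MgCl2, 0.01% Tween-20. After 60 minutes at room temperature, ATP was read by Kinase-Glo Plus luminescence end-point.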
HP1b chromo inh: HTS for Inhibitors of HP1-beta Chromodomain Interactions with Methylated Histone Tails; 0.56% of 390,000 active; Chromobox protein homolog 1 (Homo sapiens), P83916; Potency, µM (titrated, usually from 114 µM), without a hit: at the highest dose activity change, negative = inhibition, hits mostly inhibitors; AID 540317, 2011; AlphaScreen HP1-beta / biotin-H3K9me3 peptide binding; also: potency is read from the fitted curve at half-maximal effect; nearly all actives have a fitted effect of over 70% in size; inactives centre near 23
Target sequence (P83916 whole entry, looked up): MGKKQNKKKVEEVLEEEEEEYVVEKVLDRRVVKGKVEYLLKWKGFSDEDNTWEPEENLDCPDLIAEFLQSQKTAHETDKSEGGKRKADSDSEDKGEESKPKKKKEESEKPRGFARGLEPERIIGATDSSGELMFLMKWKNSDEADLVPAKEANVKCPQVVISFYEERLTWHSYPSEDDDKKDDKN
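AlphaScreen: HP1-beta (50 nM) preformed 30 min with biotin-H3(1-18)K9me3 peptide (50 nM) in PBS pH 7.4, 0.01% Tween-20. Compound added for 30 min at RT, then streptavidin donor/nickel chelate acceptor beads (10 ug/mL) for 30 min.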
PI4K2A block: qHTS for small molecular inhibitors of PI4K2A; Phosphatidylinositol 4-kinase type 2-alpha (Homo sapiens), Q9BTU6; purified PI4K2A, ADP-Glo luminescence, 1 h; stronger effect = lower value; activity change, negative = inhibition, % at 76.9 µM; 0.13% of 420,000 active; in the data active = activity change below about -50%; inconclusive = mostly about -30% to -49%;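 also: -100% = wells without enzyme as full effect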
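Compounds are screened against recombinant PI4K2A using PI as substrate and ATP, the latter dispensed at 300 microM. Reactions run one hour at ambient temperature before ADP-Glo detection; full inhibition defined by wells lacking enzyme.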
BAZ2B block: qHTS Assay for Inhibitors of BAZ2B. Bromodomain adjacent to zinc finger domain protein 2B (Homo sapiens), Q9UIF8. AlphaScreen BAZ2B-H3K14Ac peptide displacement. Potency, µM (doses to about 114 µM), for inactives: at the top dose activity change, negative = inhibition, hits mostly inhibitors. 4.4% of 360,000 active; also: potency is read from the fitted curve at half-maximal effect; % is scaled to controls: 0 for no effect and ±100 for the full control effect; nearly all actives have a fitted effect of over 60% in size
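Protein-peptide AlphaScreen: BAZ2B 50 nM, b-H3K14Ac 50 nM, 1x PBS pH 7.4 + 0.01% Tween-20. Preincubation 30 min RT; cpd 30 min RT (top 110 uM); beads 20 min RT, light-protected.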
POLH inh: qHTS for Inhibitors of Polymerase Eta. DNA polymerase eta (Homo sapiens), Q9Y253. recombinant Pol eta, fluorescent DNA replication assay. Potency, µM (series often up to 114 µM), inactives show at the top dose activity change, negative = inhibition, most hits filed as inhibitors. 1.2% of 390,000 active; also: potency is read from the fitted curve at half-maximal effect; % is scaled to controls: 0 for no effect and ±100 for the full control effect
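Pol eta at 10 nM preincubated with compounds 15 min at room temperature; reaction started with fluorescent substrate (50 nM final) and read kinetically at 0 and 10 min.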
GLS inh: qHTS for Inhibitors of Glutaminase (GLS); Glutaminase kidney isoform, mitochondrial (Homo sapiens), O94925; GLS enzymatic activity, qHTS titration; Potency, µM (highest dose often 45.5 µM), without a hit: at the highest dose activity change, negative = inhibition, hits mostly inhibitors; 0.21% of 410,000 active; also: potency is read from the fitted curve at half-maximal effect; % is scaled to controls: 0 for no effect and ±100 for the full control effect
Target sequence (O94925 whole entry, looked up, canonical isoform): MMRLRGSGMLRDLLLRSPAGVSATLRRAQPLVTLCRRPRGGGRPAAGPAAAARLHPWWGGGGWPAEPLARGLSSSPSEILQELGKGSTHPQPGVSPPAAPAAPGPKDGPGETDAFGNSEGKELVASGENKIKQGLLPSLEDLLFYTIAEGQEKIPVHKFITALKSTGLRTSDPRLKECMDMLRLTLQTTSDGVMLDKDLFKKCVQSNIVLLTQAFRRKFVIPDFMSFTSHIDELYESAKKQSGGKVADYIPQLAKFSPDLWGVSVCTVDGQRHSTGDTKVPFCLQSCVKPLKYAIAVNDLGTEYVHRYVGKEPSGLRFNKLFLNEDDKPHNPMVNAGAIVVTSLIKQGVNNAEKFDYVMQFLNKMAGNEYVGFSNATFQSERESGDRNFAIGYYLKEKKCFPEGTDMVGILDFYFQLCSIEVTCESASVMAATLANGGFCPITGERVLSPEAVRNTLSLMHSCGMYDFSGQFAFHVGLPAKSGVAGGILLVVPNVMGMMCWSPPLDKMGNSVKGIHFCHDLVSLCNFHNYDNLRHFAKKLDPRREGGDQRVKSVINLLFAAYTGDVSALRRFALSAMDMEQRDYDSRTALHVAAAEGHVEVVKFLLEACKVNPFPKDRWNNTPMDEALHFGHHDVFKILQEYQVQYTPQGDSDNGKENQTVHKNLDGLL
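Enzyme dispensed in phosphate buffer (45 mM, pH 8.2, 0.02% Tween-20), compounds pinned in, then 1 mM L-glutamine solution and the glutamate oxidase–HRP–Amplex Red mix added; fluorescence read immediately and again after 30 min at room temperature.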
Pin1 inhibitor: qHTS Assay to Find Inhibitors of Pin1; Potency, µM (highest dose often 115 µM), inactives show at the highest dose activity, negative = inhibition, hits mostly inhibitors; Pin1 FP peptide displacement, HiFluor488, 10 min; Peptidyl-prolyl cis-trans isomerase NIMA-interacting 1 (Homo sapiens), Q13526; 0.009% of 390,000 active; active = well fitted inhibition curve with a large enough effect in the polarisation, with a control signal flat, not every such curve was filed as active; inconclusive = small, poorly fitted or top-dose-only effect, or effect the other way, or a change in a side signal; inactive = no such curve, though single readings can be large or run the other way; the % refers to the polarisation; also: potency is read from the fitted curve at half-maximal effect; % is scaled to controls: 0 for no effect and ±100 for the full control effect
Target sequence (Q13526 whole entry, looked up): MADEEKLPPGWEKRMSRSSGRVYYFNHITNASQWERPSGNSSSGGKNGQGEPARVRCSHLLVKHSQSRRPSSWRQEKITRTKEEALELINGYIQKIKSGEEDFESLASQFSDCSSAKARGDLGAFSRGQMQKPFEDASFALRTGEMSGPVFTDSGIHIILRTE
The depositor's hits bear a star; i = inactive; ? = inconclusive; . = not tested or not shown; [ ] = another dose, or the depositor's remark. Unless noted, calls follow the shape of the dose curve; as a rule, active = well fitted curve in the direction sought with a large enough effect; inconclusive = small, poorly fitted or top-dose-only effect, or another doubt; inactive = no such curve, though single readings can be large; an effect the other way counts as inactive or inconclusive. A portion of the library; the hit share may differ from the screen's.

SMILES	JMJD2A Tudor inh	G9a block	PGK inhibitor	HP1b chromo inh	PI4K2A block	BAZ2B block	POLH inh	GLS inh	Pin1 inhibitor
Cc1cc(C)cc(NC(=O)CCCc2nnc3n(CC(C)C)c(=O)c4sccc4n23)c1	-9%	-5%[59 µM]	4%	42%	1	-5%	-7%	-10%	-7%
CCCCC[n+]1cccc2c3ccccc3ccc21	?	50µM*	-6%	14%	-3	34%	-19%	0%	-8%
CC(C)n1c(N)c(C#N)c2ccc([N+](=O)[O-])cc2c1=O	-16%	0%	-6%	25%	8	0%	-9%	2%	?
O=C(Nc1ccc(S(=O)(=O)N2CCOCC2)cc1)c1cc(-c2cc(Cl)ccc2O)n[nH]1	-35%	12%	-1%	35%	-1	-21%	-6%	4%	1%
Cn1c(=O)c2c(nc(N3CCc4ccccc4C3)n2C)n(C)c1=O	-7%	.	-1%	45%[activator]	-3	-10%	-5%	3%	-1%
CCCNC(=O)c1onc(CSc2ccc(F)c(F)c2)c1C(=O)NCCC	18%	.	2%	68%[activator]	1	.	-10%	-5%	?
O=C(CC(=O)c1cccs1)c1ccncc1	?	.	-5%	24%	-8	.	-5%	-1%	0%
COc1ccc(CCNc2oc(-c3ccccc3OC)nc2C#N)cc1OC	-15%	?	i	-4%	2	-36%	-16%	-6%	-5%
CCCCCOC(=O)Cn1c(=O)oc2ccc(C)cc21	38%[activator]	35%	-1%	77%	-2	37%	-6%	-4%	-7%
CCC(Sc1nc2cc(OC)c(OC)cc2c(=O)n1CCc1ccc(Cl)cc1)C(=O)NCCOC (stereo not given)	-13%	13%[59 µM]	1%	-7%	7	2%	-17%	-6%	-10%
CCCCC(=O)Nc1ncc(Br)s1	-5%	2%[59 µM]	6%	34%	-2	10%	-5%	1%	0%
CCC(=O)Nc1c(C)nn(-c2ccc(C)c(C)c2)c1C	1%	28µM*	1%	8%	7	-22%	-7%	16%	5%
COC(=O)CC1C(=O)NCCN1Cc1cn(-c2ccc(C)cc2)nc1-c1cccc(C)c1 (stereo not given)	-29%	6%	-8%	12%	-4	1%	-17%	5%	5%
COc1cc(/C=C2/C(=N)N3OC(C)=CC3=NC2=O)ccc1OC(=O)c1ccco1	-12%	-35%	-6%	4%	9	-5%	3%	0%	21%
Cc1cc(C)nc(-n2nc(C)cc2NC(=O)CN2CCc3ccccc3C2)n1	-25%	?	.	35%[activator]	0	.	-8%	-7%	-7%
COc1ccc(CNc2ncc(-c3cccc([N+](=O)[O-])c3)n2C)c(OC)c1OC	25µM*	32µM*	i	?	2	50µM*	-18%	3%	-3%
C[N+]1(CC(=O)Nc2ccccc2Cl)CCN(C(=O)c2cccs2)CC1	-8%	1%	-9%	74%[activator]	0	9%	-9%	-10%	-2%
C=CCn1c(C)nnc1SCC(=O)N1CCN(S(=O)(=O)c2ccccc2)CC1	-9%	26%	8%	23%	2	-20%	4%	4%	0%
Cn1ncc(Br)c1C(=O)NC(=S)N1CCN(c2ccccn2)CC1	-13%	?	i	35%	-4	-9%	-14%	10%	3%
O=C1OC[C@@H]2CCCN2C(=O)[C@H](CC(=O)N(CCO)Cc2ccccc2)C/C=C\C[C@H]1Cc1ccc(F)cc1	-17%	.	-12%	27%	-4	.	-14%	1%	-2%
CN(C(=O)CSc1nncc2ccccc12)C1CCCCC1	-8%	50µM*	1%	31%	3	-18%	-8%	4%	-5%
Cn1nnnc1SCc1nnc(-c2ccc(Cl)cc2)o1	3%	6%[59 µM]	3%	56%[activator]	-3	-15%	-13%	-2%	0%
NNC(=O)c1cc(Br)cs1	-6%	-8%	2%	50%[activator]	-6	-19%	-23%	47%[activator]	2%
Nc1c(C(=O)Nc2ccc3c(c2)OCCO3)nnn1CCc1ccccc1	-3%	17%	3%	31%	2	-2%	-7%	-9%	?
CCc1ccc(N=C2NC(=O)/C(=C/c3ccc(OCC(=O)O)cc3)S2)cc1	?	50µM*	?	4%	-5	50µM*	45µM*	-4%	-1%
C[C@H](NC(=O)c1nc[nH]c1C(=O)NCc1ccc(CNC(=O)OC(C)(C)C)cc1)c1ccccc1	-26%	8%[0.501 µM]	4%	32%	0	6%	-16%	-2%	-1%
COc1ccc(-c2cn3nc(SCC(=O)Nc4cc(C)cc(C)c4)ccc3n2)cc1	-9%	15%[59 µM]	i	16%[57 µM]	0	13%	-21%	5%	1%
CCC(=O)N1CCN(c2ccc(OC)cc2[N+](=O)[O-])CC1	-16%	-8%[59 µM]	-5%	4%	-5	-1%	-3%	7%	4%
COc1ccc(C2C3=C(CCCC3=O)Nc3nc(C(F)(F)F)nn32)c(OC)c1OC (stereo not given)	12%	-25%[59 µM]	-3%	26%	12	21%	0%	23%	5%
O=C(c1cccnc1NCc1ccc(F)cc1)N1CCOCC1	-5%	1%[59 µM]	-2%	17%	2	13%	-7%	8%	-8%
Cc1c(NC(=O)c2ccc(Cl)cc2)cc(C(C)C)c(O)c1S(=O)(=O)c1ccccc1	-4%	-2%[59 µM]	4%	23%	4	-11%	-8%	6%	19%
CN(Cc1ccccc1)c1nc2c(c(=O)n(C)c(=O)n2C)n1CCCc1ccccc1	?	?	-3%	-6%	-1	?	-9%	0%	-4%
C=CCC[C@H](Cc1ccc(F)cc1)C(=O)OC[C@@H](NC(=O)[C@@H](CC=C)CC(=O)N(CCO)Cc1ccccc1)C(C)(C)C	-11%	.	-5%	20%	-4	.	?	-1%	?
COCCn1c(-c2ccc(OC)cc2)cnc1SCC(=O)Nc1ccc(OC)cc1OC	-11%[57.1 µM]	?	2%	-9%	0	45µM*	-21%	8%	0%
CCCc1nc2sc3c(N4CCCCC4)ncnc3c2c2c1CCCC2	13%	0%[59 µM]	-1%	43%[activator]	1	3%	-19%	0%	1%
O=C(NCCCO)NC(=S)c1cccc2ccccc12	-7%	5%[59 µM]	i	32%	-1	-6%	-11%	-12%	-1%
CSc1nc2cc(C)nn2c(-c2ccccc2Cl)c1C#N	-13%	10%	-7%	41%[activator]	2	2%	-15%	3%	?
O=C(Cn1nnc2ccccc2c1=O)NCc1ccco1	-24%	?	-8%	-1%	-5	-32%	?	2%	-2%
Cc1ccc(OCC(=O)Nc2cccc(S(=O)(=O)NC3=NCCCCC3)c2)cc1C	-20%	25%	-6%	-1%	6	-15%	-2%	5%	-1%
O=C(CCc1nc2ccccc2n1-c1ccccc1)NCCO	2%	17%[59 µM]	i	54%[activator]	-5	1%	-12%	-9%	-5%
O=C(Nc1cc(C(F)(F)F)ccc1N1CCOCC1)C1CCCO1 (stereo not given)	-17%	.	-1%	5%	4	.	-12%	7%	-10%
Cc1cc(-c2nnnn2-c2cc(Cl)cc(Cl)c2)no1	-1%	2%	2%	40%[activator]	1	-11%	-6%	-1%	1%
COc1cccc(/C=N/NC(=O)C(c2ccncc2)N2CCOCC2)c1 (stereo not given)	1%	29%[59 µM]	-1%	50%[activator]	-5	2%	-23%	2%	4%
COc1cc(C(=O)n2cnc3ccccc32)c([N+](=O)[O-])cc1OC	-34%	.	-1%	43%[activator]	-3	-32%	-10%	-6%	9%
O=C(N/C(=C/c1ccccc1Cl)C(=O)N1CCCC1)c1ccccc1	-7%	6%[59 µM]	-1%	50%[activator]	1	-7%	5%	-19%	0%
C[C@H](CO)N1C[C@H](C)[C@H](CN(C)C(=O)Nc2ccc(F)cc2)OCc2cnnn2CCCC1=O	.	.	-11%	.	-1	.	-1%	4%	.
CCOC(=O)CNC(c1ccccc1)c1cc(Br)ccc1NC(=O)CCN1CCOCC1 (stereo not given)	-28%	?	.	2%	4	0%	-19%	-6%	1%
COc1cc(/C=C/C(=O)NC(=O)c2ccccc2O)ccc1O	-12%	25%	-9%	11%	2	-20%	-16%	26%	1%
COc1cccc(C(=O)Oc2ccc(N3C(=O)CCC3=O)c(C)c2)c1	-10%	18%[12.7 µM]	1%	46%[activator]	2	-9%	-8%	9%	6%
Cc1sc2nc(-c3cccnc3)[nH]c(=O)c2c1-c1ccccc1	-17%	11µM*	-9%	-12%	-6	.	-3%	-16%	2%
CCOC(=O)CCC(=O)Nc1ncnc2c1C(c1ccccc1)c1c(ccc3ccccc13)O2 (stereo not given)	?	.	-9%	32%	-8	.	-20%	-6%	?
CCCCC(=O)N/N=C/c1cc([N+](=O)[O-])ccc1N1CCOCC1	-26%	-2%	-4%	10%	3	-7%	-10%	2%	-4%
Cc1ccccc1NS(=O)(=O)c1nnc(NC(=O)c2ccccc2F)s1	-14%	-1%	1%	24%	-5	-35%	-8%	8%	-1%
COC(=O)c1cc(C)sc1NC(=O)CN1CCN(C(=O)C2CCCO2)CC1 (stereo not given)	2%	2%	4%	38%	3	-2%	-22%	-2%	2%

Screens: PubChem BioAssay, National Center for Advancing Translational Sciences (NCATS)
